Assay outcomes: PubChem BioAssay, several laboratories
HIF act: HIF pathway transcriptional activators, primary screen, cell-based, U2OS HRE-luciferase, luminescence; U2OS HRE-luciferase reporter; normalized: DMSO 0%, desferrioxamine 100%; activation, % at 7.5 µM (by protocol); hit rate 0.32% among 300,000; AID 1910, 2009;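 active = mean activation of at least 10% of the iron chelator positive control signal, with at least half of replicates also reaching 10%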
KLF5 inh: KLF5 expression inhibitors, primary screen, DLD-1 cells, luminescence; DLD-1 KLF5 promoter-luciferase reporter; hit rate 0.23% among 290,000; inhibition, % at 5 µM;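 active = inhibition above a per-plate limit of that plate's mean compound inhibition plus 3 SD, cut at about 60% in these data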;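 also: 0% = DMSO wells and 100% = LY294002 at 200 µM; higher means less KLF5 promoter-driven luciferase light; inactives centre near -14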
AI-2 QS mod: Vibrio harveyi AI-2 quorum sensing modulators, primary screen, JMH597 strain, luminescence/OD600 ratio. hit rate 0.4% among 300,000. Vibrio harveyi JMH597 AI-2 luminescence/OD600 ratio, 9 h; active compounds read low; strain lacks LuxN and CqsS sensors; 0 = neutral-control median. activity change, % at 7.5 µM; in the data active = activity change below about -75%, passing the limit was not always enough;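 also: luminescence divided by OD600 gain over 9 h not by final OD600 alone; inactives centre near 13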
HSF-1 act: HSF-1 activators, primary screen, NIH3T3-HGL cells, MG132 stress, luminescence, single point | AID 504408, 2011 | hit rate 1.7% among 300,000 | activation, % at 9 µM | NIH3T3-HGL HSF-1 luciferase reporter, 8 h; 100% = twice DMSO control signal;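 active = mean replicate activation of at least 50% with a set share of replicates each reaching 50%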;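 also: 0% = median of the neutral control wells and 100% = twice that signal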
aSyn 5UTR inh: MLPCN primary screen, SNCA 5' untranslated region | alpha-synuclein 5'UTR reporter, inhibitor activity | inhibition, % (tested at 7.5 µM) | hit rate 0.82% among 300,000; in the data active = inhibition above about 60%;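 also: H4 neuroglioblastoma cells stably carrying SNCA 5'UTR luciferase fusion; 0% = DMSO wells and 100% = positive control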
GSK3 alpha inh: blockers of GSK3A enzyme activity – biochemical, luminescence, cell-free homogeneous, HTS, primary screen. Glycogen synthase kinase-3 alpha (Homo sapiens), P49840. GSK-3 alpha kinase, ADP-Glo luminescence, 60 min. inhibition, % at 10 µM. hit rate 0.1% among 320,000;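 in the data active = inhibition above about 50%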;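 also: GST-tagged GSK-3 alpha with peptide substrate and 25 µM ATP; 0% = DMSO neutral wells and 100% = GW8510 positive control wells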
Target sequence (P49840 whole entry, looked up): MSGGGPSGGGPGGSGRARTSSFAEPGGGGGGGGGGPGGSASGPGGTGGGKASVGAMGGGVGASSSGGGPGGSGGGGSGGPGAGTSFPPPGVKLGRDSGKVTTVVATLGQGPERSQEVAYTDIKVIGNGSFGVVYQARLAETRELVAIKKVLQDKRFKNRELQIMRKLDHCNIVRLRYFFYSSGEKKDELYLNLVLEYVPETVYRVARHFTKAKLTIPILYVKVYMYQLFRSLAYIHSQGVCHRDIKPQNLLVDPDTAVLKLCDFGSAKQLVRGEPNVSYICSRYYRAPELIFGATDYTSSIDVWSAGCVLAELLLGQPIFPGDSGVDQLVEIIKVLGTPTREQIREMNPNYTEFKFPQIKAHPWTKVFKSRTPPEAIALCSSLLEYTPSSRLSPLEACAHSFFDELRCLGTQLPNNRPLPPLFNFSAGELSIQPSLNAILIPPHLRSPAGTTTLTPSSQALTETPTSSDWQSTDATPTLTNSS
GSK3beta inhib: human GSK3beta kinase inhibitors, primary screen, biochemical, cell-free homogeneous, HTS | Glycogen synthase kinase-3 beta (Homo sapiens), P49841 | GST-GSK3beta kinase, ADP-Glo luminescence, 60 min; active compounds read low | activity score (negative = inhibition), % at 10 µM | hit rate 0.038% among 300,000 | AID 2097, 2009;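 active = more than half of replicate wells score below -50%, meaning over 50% inhibition versus plate controls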;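 also: 0% = median DMSO wells and -100% = median GW8510 positive control wells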
Target sequence (P49841 whole entry, looked up): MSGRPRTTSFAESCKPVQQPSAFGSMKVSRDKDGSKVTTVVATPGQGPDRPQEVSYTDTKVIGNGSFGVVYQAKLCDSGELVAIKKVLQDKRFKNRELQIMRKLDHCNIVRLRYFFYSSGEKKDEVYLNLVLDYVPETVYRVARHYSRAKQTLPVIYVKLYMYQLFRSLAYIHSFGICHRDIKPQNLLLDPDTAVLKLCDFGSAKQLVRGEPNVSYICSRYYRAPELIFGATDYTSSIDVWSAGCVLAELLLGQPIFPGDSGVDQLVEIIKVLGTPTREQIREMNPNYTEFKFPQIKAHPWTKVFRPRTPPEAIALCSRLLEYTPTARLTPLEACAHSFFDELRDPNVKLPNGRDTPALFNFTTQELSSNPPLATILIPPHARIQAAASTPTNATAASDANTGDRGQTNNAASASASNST
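Test system: GST-tagged human GSK3beta kinase, cell-free; evaluation: activity score scaled between in-plate DMSO and GW8510 controls; measured by: ADP-Glo luminescence; incubation: 60 min reaction, RT; benchmarks: DMSO and 20 µM GW8510; reagent: peptide substrate plus 25 µM ATP (final); medium: Tris/MgCl2 kinase buffer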
IEC-6 cytotox: cytotoxicity in IEC-6 intestinal epithelial cells, primary screen, cytotoxicity control for KLF5 inhibitor project, cell-based, luminescence; IEC-6 cytotoxicity, luminescence viability; inhibition, % at 5 µM; hit rate 0.78% among 290,000; in the data active = inhibition above about 22%;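 also: 0% = plate median of test compound wells and 100% = cytotoxic reference compound wells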
HSF1 inh: HSF1 inhibitors in luciferase reporter cells, primary screen, cell-based, NIH3T3, luminescence | activity change, negative = inhibition, % at 7.5 µM (by protocol) | hit rate 0.77% among 300,000 | NIH3T3-HGL HSE-luciferase, MG132-induced, luminescence 8 h; active compounds read low;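 active = more than half of replicate wells show activity change below -50%, luminescence cut by over half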;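 also: luciferase reports HSF-1 transcriptional activity via heat shock element; 0% = median of DMSO wells and -100% = zero luminescence signal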
HSP90 refold inh: HSP90 inhibitors, primary screen, cell lysate, luminescence; Heat shock protein HSP 90 (rabbit reticulocyte lysate; luciferase refolding); hit rate 0.91% among 290,000; inhibition, % at 5.6 µM; Rabbit reticulocyte lysate, luciferase refolding luminescence, 3 h;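 active = inhibition above the screen-wide mean plus 3 SD, computed separately per campaign, cut at about 16% in these data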;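 also: 0% = DMSO wells and 100% = 60 µM geldanamycin wells; inhibitors lower the luminescence because luciferase stays unfolded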
Starred values were filed as active, the others as inactive; . = not tested or not shown.

[1] O=C(COc1cnc2ccccc2n1)NCCC1=CCCCC1
[2] COc1ccc(N=Cc2nc(-c3ccco3)oc2O)cc1
[3] O=[N+]([O-])c1ccc(Cl)cc1N/N=C/c1ccncc1
[4] Cc1ccc2[nH]c(=O)cc(C(=O)OCC(=O)c3ccccc3)c2c1
[5] c1ccc(-c2cnc(CN3CCN(c4ccccc4)CC3)o2)cc1
[6] O=S(=O)(NCCc1ccccn1)c1cccs1
[7] COc1ccc(NC(=O)CC(C(=O)O)N2CCCCC2)cc1 (stereo unspecified)
[8] CN(c1ccc(C(=O)NCc2ccco2)cc1)S(C)(=O)=O
[9] Cc1cc(Cl)c(S(=O)(=O)N2CCN(c3ccccc3)CC2)cc1OCC(N)=O
[10] C=C1Cn2c(nnc2-c2ccc(Cl)cc2)S1
screen / no. | 1 | 2 | 3 | 4 | 5 | 6 | 7 | 8 | 9 | 10
HIF act | -0.6 | 1.9 | 1.9 | -0.4 | 0.2 | -0.2 | 0.1 | -20 | -10 | -0.1
KLF5 inh | -37 | -9 | -7 | -3 | 10 | -45 | -20 | 3 | -22 | -22
AI-2 QS mod | -10 | 3 | 9 | 1 | 5 | 29 | -3 | 24 | 9 | 32
HSF-1 act | 2 | 38 | 2 | 2 | 34 | 0 | -13 | 1 | -1 | -1
aSyn 5UTR inh | -11 | -111 | -13 | 9 | 12 | 5 | 2 | -19 | 17 | -14
GSK3 alpha inh | -7 | -3 | -4 | -2 | -3 | 4 | -2 | 0 | -2 | .
GSK3beta inhib | 1 | 1 | 0 | 5 | -1 | 2 | -4 | 0 | -2 | -3
IEC-6 cytotox | 6 | -4 | -3 | -9 | 2 | -4 | 0 | -6 | -3 | 0
HSF1 inh | -2 | 26 | -2 | -6 | 1 | 4 | 2 | 1 | -1 | 2
HSP90 refold inh | 4 | 3 | 1 | 3 | 0 | 3 | 0 | 0 | -3 | 0

[11] COC(=O)[C@@H](NC(=O)c1cc(COc2cncc(Cl)c2)on1)c1ccccc1
[12] CCOC(=O)/C=C/C(=O)Nc1nccs1
[13] CCCCN(CCCC)/C(N)=N/c1nc(C)cc(C)n1
[14] C=CCn1cc(F)c(=O)n(CC=C)c1=O
[15] CCc1nnc(NS(=O)(=O)c2ccc(NC(=O)/C=C/C(=O)O)cc2)s1
[16] C/C(CC(=O)NC(C)C)=N\NC(=O)COc1cc(C)c(Br)cc1Br
[17] CCOc1ccc(NC(=O)Cn2nnc(-c3ccccc3NC(=O)c3cccs3)n2)cc1
[18] CC1CCCCC1NC(=O)C1CCN(S(=O)(=O)N2CCC3(CC2)OCCO3)CC1 (stereo unspecified)
[19] O=C(O)c1cccc(NS(=O)(=O)c2ccc(C3CCCCC3)cc2)c1
[20] COc1ccc(S(=O)(=O)Nc2c(C(=O)O)[nH]c3ccccc23)cc1OC
screen / no. | 11 | 12 | 13 | 14 | 15 | 16 | 17 | 18 | 19 | 20
HIF act | 1.9 | -1.1 | 0.2 | -0.4 | -1.5 | -0.2 | -27 | -0.1 | -0.5 | -22
KLF5 inh | -54 | -4 | -34 | 11 | -18 | -9 | -22 | -54 | -27 | 14
AI-2 QS mod | 8 | -91* | -3 | 24 | 6 | 3 | 33 | 36 | 75 | 38
HSF-1 act | -4 | 53* | -10 | -9 | 11 | 4 | 11 | 4 | -3 | 11
aSyn 5UTR inh | -46 | -2 | 8 | 10 | -8 | -13 | 3 | -7 | 17 | -41
GSK3 alpha inh | -1 | 8 | -3 | -2 | 0 | 1 | -1 | -1 | -6 | 0
GSK3beta inhib | -4 | 5 | -7 | 1 | 1 | -4 | 0 | -1 | 5 | -17
IEC-6 cytotox | 4 | 5 | 4 | -7 | 6 | -9 | 8 | -5 | -8 | -3
HSF1 inh | 6 | 33 | -14 | -9 | -8 | -5 | 1 | -3 | -3 | 4
HSP90 refold inh | -2 | 4 | -1 | 2 | 1 | -2 | 3 | 1 | -6 | -3

[21] N#CCSc1nnc2sc3ccccc3n12
[22] C=C(C)CSc1nnc(-c2ccc(C)cc2)n1N
[23] COc1cc(/C=N\NC(=O)c2ccc(C)nc2)ccc1OC(=O)c1cccc(F)c1
[24] O=C(Cc1ccc([N+](=O)[O-])cc1)NC1CCCCCC1
[25] O=C(Nc1ccc(N2CCN(C(=O)c3ccco3)CC2)cc1)c1cccnc1Cl
[26] CC(C)C(=O)Nc1c2c(nc3ccccc13)N(C)CC2
[27] CC(CC(=O)Nc1ccc(Br)cc1F)S(=O)(=O)c1ccc2c(c1)NC(=O)CO2 (stereo unspecified)
[28] COc1cc(C(CC(=O)Nc2ccc(Cl)cn2)N2Cc3ccccc3C2=O)cc(OC)c1OC (stereo unspecified)
[29] CCOc1cc(C(=O)CSc2nnc(CNc3ccc(Cl)cc3)o2)ccc1NC(=O)CC
[30] CCOC(=O)Cc1csc(NS(=O)(=O)c2ccc(OC)cc2)n1
screen / no. | 21 | 22 | 23 | 24 | 25 | 26 | 27 | 28 | 29 | 30
HIF act | 0.0 | 1.9 | 0.2 | -13 | -0.1 | -1.1 | -0.9 | -0.3 | -0.8 | 0.0
KLF5 inh | 7 | -68 | -9 | -58 | -13 | -24 | -32 | -40 | -5 | -10
AI-2 QS mod | 12 | 20 | 6 | 2 | 19 | 3 | 20 | 26 | 3 | 13
HSF-1 act | 2 | 33 | 1 | 29 | . | -9 | 6 | 43 | 47 | 11
aSyn 5UTR inh | 8 | -100 | -2 | -15 | 26 | 14 | 6 | 29 | 52 | -5
GSK3 alpha inh | 1 | 4 | -1 | -4 | -1 | 0 | 0 | 0 | 2 | 3
GSK3beta inhib | -1 | 2 | 3 | -2 | -1 | 2 | 1 | -1 | 1 | 4
IEC-6 cytotox | 3 | 4 | -2 | 0 | -3 | -3 | -1 | -1 | -9 | 8
HSF1 inh | 4 | 18 | 4 | -1 | . | 2 | 5 | 15 | 37 | 11
HSP90 refold inh | 3 | 3 | -3 | -4 | -1 | 4 | -3 | 5 | -2 | 1

[31] CC[N+](CC)(CC#Cc1ccccc1)CC(=O)c1ccc(Cl)cc1
[32] Cc1ccc(C)c(-c2nc3ccc(N)cc3[nH]2)c1
[33] C[C@H]1C=C(C(=O)NCc2nc3ccccc3[nH]2)O[C@@H](OCCCCO)C1
[34] Nc1nnc(SCC(=O)OCc2ccc(F)cc2)s1
[35] COC(=O)c1ccc(CSc2nnc(CNC(=O)c3cccs3)o2)o1
[36] C=C(C)CSc1cc(C)nc2c(-c3ccccc3)c(C)nn12
[37] CC(=O)c1c(C)[nH]c(C(=O)OCC(=O)Nc2sc3c(c2C#N)CCCC3)c1C
[38] Cc1cccc(N(C(=O)c2ccc(Cl)cc2)C2CS(=O)(=O)CC2OC(=O)c2ccc(Cl)cc2)c1 (stereo unspecified)
[39] COc1cc2cc(C#N)c(SCC(=O)N3CCOCC3)nc2cc1OC
[40] CC(C)OP(=O)(c1ccc(N(C)C)cc1)C(O)c1ccc(N(C)C)cc1 (stereo unspecified)
screen / no. | 31 | 32 | 33 | 34 | 35 | 36 | 37 | 38 | 39 | 40
HIF act | -0.6 | 0.3 | -0.4 | -0.1 | -21 | 1.1 | 0.1 | -0.2 | 3.2 | -11
KLF5 inh | -31 | -1 | . | -10 | 0 | -41 | -30 | 7 | -14 | -160
AI-2 QS mod | 22 | 9 | 20 | 4 | 17 | 12 | 19 | 0 | 17 | 21
HSF-1 act | -15 | 26 | -13 | -15 | 3 | -6 | -9 | -1 | -1 | -1
aSyn 5UTR inh | -20 | -64 | 3 | 19 | 2 | 20 | 8 | -1 | -74 | 5
GSK3 alpha inh | 0 | -1 | -3 | -1 | 0 | -1 | 0 | -2 | 3 | -1
GSK3beta inhib | 5 | 1 | 2 | -2 | 2 | 7 | -1 | -1 | 1 | 2
IEC-6 cytotox | 8 | 7 | . | -3 | 4 | 0 | -3 | 8 | 6 | -2
HSF1 inh | -2 | 8 | 0 | -2 | -1 | 2 | -7 | 3 | 3 | -13
HSP90 refold inh | 0 | -2 | . | -4 | 3 | 4 | 1 | 6 | 1 | 30*

Three compounds from above, sorted by their value in GSK3 alpha inh, lowest first.
# | mol | GSK3 alpha inh
38 | Cc1cccc(N(C(=O)c2ccc(Cl)cc2)C2CS(=O)(=O)CC2OC(=O)c2ccc(Cl)cc2)c1 (stereo unspecified) | -2
36 | C=C(C)CSc1cc(C)nc2c(-c3ccccc3)c(C)nn12 | -1
31 | CC[N+](CC)(CC#Cc1ccccc1)CC(=O)c1ccc(Cl)cc1 | 0

(cont.)
[41] CCOC(=O)c1sc(N/N=C/c2cc(Br)c(O)c(OC)c2)nc1C
[42] COc1ccc(C2OC(=O)C(C)(C)C(=O)C2(C)C)cc1OC (stereo unspecified)
[43] CC(C)Cc1nc2ccc(N)cc2[nH]1
[44] COc1ccc(CN2CCC(=O)N([C@H](CO)Cc3ccccc3)CC2)cc1
[45] Cc1nc(-c2noc(-c3ccccc3Cl)n2)c(C(F)(F)F)o1
[46] CCC(=O)NC(Nc1cc(C)cc(C)n1)(C(F)(F)F)C(F)(F)F
[47] CSCCC(NC(=O)c1ccccc1)c1nc(-c2ccccc2)no1 (stereo unspecified)
[48] COc1ccc(C(=O)NCC(c2cccnc2)N2CCN(c3ccc(F)cc3)CC2)cc1OC (stereo unspecified)
screen / no. | 41 | 42 | 43 | 44 | 45 | 46 | 47 | 48
HIF act | 0.4 | 0.2 | -0.7 | -0.1 | 2.5 | 0.3 | -0.4 | .
KLF5 inh | -24 | -5 | 4 | 4 | 19 | -22 | 13 | -7
AI-2 QS mod | 4 | 50 | 26 | 8 | 2 | 18 | 19 | .
HSF-1 act | 16 | 9 | -1 | -15 | 29 | 13 | 23 | .
aSyn 5UTR inh | -43 | -14 | 3 | 1 | -142 | 3 | -4 | .
GSK3 alpha inh | 11 | -1 | 0 | -5 | -3 | 0 | . | -2
GSK3beta inhib | -2 | 2 | 0 | 2 | 3 | -6 | 7 | .
IEC-6 cytotox | 2 | -5 | 5 | 0 | -7 | 1 | 1 | 2
HSF1 inh | 8 | -5 | 0 | -3 | 31 | -5 | 8 | .
HSP90 refold inh | -3 | -3 | 6 | -4 | 4 | 1 | 0 | 0
